# VP16 counter: VP16 counterscreen qHTS for inhibitors of ROR gamma transcriptional activity; Potency, µM (top dose mostly 53.6 µM), for inactives: top-dose activity, negative = inhibition, most hits filed as inhibitors; AID 2546, 2010; Drosophila S2 Gal4-VP16 UAS-luciferase, luminescence, 20 h; 310,000 compounds, 3.5% hits;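 further: Gal4-VP16 expression switched on by copper sulfate through the metallothionein promoter; potency means the concentration at half of the fitted maximal effect; on the % scale 0 is the no-effect control and ±100 the full control effect; nearly all actives have a fitted effect of over 50% in size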
# RORg inh: qHTS for inhibitors of ROR gamma transcriptional activity | Nuclear receptor ROR-gamma (Mus musculus), P51450 | Drosophila S2 Gal4-RORgamma UAS-luciferase reporter, 20 h | Potency, µM (doses to about 53.6 µM), for inactives: top-dose activity change, negative = inhibition, actives largely listed as inhibitors | 310,000 compounds, 5.4% hits | AID 2551, 2010; further: potency means the concentration at half of the fitted maximal effect; on the % scale 0 is the no-effect control and ±100 the full control effect; nearly all actives have a fitted effect of over 60% in size
#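 Schneider cells (Drosophila), stable Gal4 DBD–ROR gamma + UAS-luc; 1 hr cmpd preincubation; Cu2+ induction 700 uM final; 20 hr ambient; luminescence.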
# FLuc counter: qHTS profiling assay for firefly luciferase inhibitor/activator using purifed enzyme and Km concentrations of substrates (counterscreen for miR-21 project); Luciferin 4-monooxygenase (Photinus pyralis), P08659; purified FLuc, Km substrates, luminescence inhibition; Potency, µM (highest dose often 57.5 µM), inactives show top-dose activity change, negative = inhibition, usual class: inhibitors; 360,000 compounds, 6.9% hits; AID 588342, 2011;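 further: potency means the concentration at half of the fitted maximal effect; plate controls were vehicle for no effect and reference inhibitor for full effect; nearly all actives have a fitted effect of over 55% in size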
#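 Purified P. pyralis luciferase (10nM final) with 10uM D-luciferin and 10uM ATP (Km levels) in 50mM Tris acetate pH 7.5, 10mM Mg acetate, 0.01% Tween-20, 0.05% BSA; qHTS 6-point titration, ~60 µM downward; luminescence read.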
# ELG1 repair inh: qHTS screen for small molecules that inhibit ELG1-dependent DNA repair in human embryonic kidney (HEK293T) cells expressing luciferase-tagged ELG1. Potency, µM (series often up to 46.1 µM), without a hit: at the top dose activity change, negative = inhibition, usual class: inhibitors. HEK293T ELG1-luciferase reporter, luminescence, 16 h; DNA damage induced by 5-fluorouridine. 330,000 compounds, 2.3% hits; further: potency means the concentration at half of the fitted maximal effect; on the % scale 0 is the no-effect control and ±100 the full control effect; nearly all actives have a fitted effect of over 55% in size
#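 In this reporter screen, reduction of luminescence relative to DMSO vehicle indicated activity. Compounds and 5-fluorouridine were added together to 2,000 cells per well, incubated for 16 hr at 37 °C, then developed with ONE-Glo.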
# PKM2 activator: qHTS Assay for Activators of Human Muscle isoform 2 Pyruvate Kinase | Pyruvate kinase PKM (Homo sapiens), P14618 | purified PKM2, Kinase-Glo ATP luminescence, activation; response scale: 0% is enzyme alone, no compound | Potency, µM (series often up to 57.5 µM), without a hit: at the highest dose activation, actives largely listed as activators | 260,000 compounds, 0.34% hits | AID 1631, 2009; further: potency means the concentration at half of the fitted maximal effect; on the % scale 0 is the no-effect control and ±100 the full control effect; nearly all actives have a fitted effect of over 55% in size
# Target sequence (P14618 whole entry, looked up, canonical isoform): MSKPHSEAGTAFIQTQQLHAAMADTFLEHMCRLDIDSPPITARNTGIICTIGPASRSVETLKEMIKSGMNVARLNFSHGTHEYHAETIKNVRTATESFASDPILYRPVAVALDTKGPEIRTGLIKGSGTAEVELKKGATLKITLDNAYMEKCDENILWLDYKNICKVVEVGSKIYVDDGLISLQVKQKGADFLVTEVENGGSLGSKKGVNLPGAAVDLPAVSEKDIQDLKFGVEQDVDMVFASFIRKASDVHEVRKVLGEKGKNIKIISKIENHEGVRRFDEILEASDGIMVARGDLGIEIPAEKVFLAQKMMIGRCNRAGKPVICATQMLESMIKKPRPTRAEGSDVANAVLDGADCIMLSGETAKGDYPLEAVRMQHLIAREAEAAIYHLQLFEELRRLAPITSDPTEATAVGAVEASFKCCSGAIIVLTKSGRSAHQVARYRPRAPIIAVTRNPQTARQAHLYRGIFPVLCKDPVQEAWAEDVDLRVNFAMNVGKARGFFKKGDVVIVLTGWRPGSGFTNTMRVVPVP
#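 Purified hPK-M2 (>95%) run at intermediate activity with 0.1 mM ADP and 0.5 mM PEP in 50 mM imidazole pH 7.2, KCl, MgCl2; 1 h room temperature. ATP formed read by Kinase-Glo luminescence; normalized to uninhibited and no-enzyme controls.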
# MBNL1 CUG block: qHTS Assay for Inhibitors of MBNL1-poly(CUG) RNA binding; TR-FRET MBNL1-His/biotin-(CUG)12 binding, 665/545 ratio; Potency, µM (titrated, usually from 57.5 µM), inactives show top-dose activity change, negative = inhibition, hits mostly inhibitors; 280,000 compounds, 0.036% hits; active means well fitted inhibition curve with a large enough effect in the signal ratio, with a control signal flat, not every such curve was filed as active; inconclusive means small, poorly fitted or top-dose-only effect, or effect the other way, or a change in a side signal; inactive means no such curve, though single readings can be large or run the other way; the % refers to the signal ratio; further: potency means the concentration at half of the fitted maximal effect; on the % scale 0 is the no-effect control and ±100 the full control effect
#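 Compound titration spanned 92 nM–58 uM against the MBNL1-His/biotin-(CUG)12 complex. After 60 min at room temperature with 5 nM streptavidin-XL665 and 0.055 ng/ul terbium anti-His, ratiometric 665/545 nm emission (Ex 340 nm) normalized to controls.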
# NPC1 promoter act: qHTS Assay for NPC1 Promoter Activators; Huh7 NPC1 promoter luciferase reporter, 24 h; Potency, µM (top dose mostly 9.22 µM), for the others: at the top dose activation, hits mostly activators; 320,000 compounds, 2.4% hits;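 further: potency means the concentration at half of the fitted maximal effect; % of control where 0% means no effect; nearly all actives have a fitted effect of over 60% in size; reporter is driven by a mutant NPC1 promoter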
#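 Luciferase expression driven by the NPC1 promoter was measured in stably transfected Huh7 cells after a 24 h compound incubation, using a luciferase reagent and a luminescence read.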
# Rab9 prom act: qHTS Assay for Rab9 Promoter Activators | Huh7 Rab9 promoter-luciferase reporter, luminescence, 24 h | Potency, µM (highest dose often 9.22 µM), without a hit: top-dose activation, negative = inhibition, most hits filed as activators | 320,000 compounds, 2.8% hits | AID 485297, 2010; further: potency means the concentration at half of the fitted maximal effect; % of control where 0% means no effect; nearly all actives have a fitted effect of over 60% in size
#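 Quantitative HTS format; Huh7 Rab9-luciferase reporter cells (1500/well) receive compound 2 h post-plating, incubate 24 h at 37 °C, then get luciferase reagent for 10 min before luminescence reading.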
# Mito fusion act: qHTS Assay for Small Molecule Inhibitors of Mitochondrial Division or Activators of Mitochondrial Fusion. S. cerevisiae fusion-defective mutant growth rescue, CellTiterGlo 48 h. Potency, µM (series often up to 46.1 µM), inactives show at the highest dose growth rescue (activation), actives largely listed as activators. 320,000 compounds, 0.23% hits. AID 485298, 2010;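 further: potency means the concentration at half of the fitted maximal effect; % of control where 0% means no effect; nearly all actives have a fitted effect of over 45% in size; temperature-sensitive fusion mutants such as fzo1-1 at 37 °C on non-fermentable ethanol glycerol medium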
#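 Compounds are tested for their ability to restore growth of mitochondrial fusion-defective yeast strains at non-permissive 37C in YPEG medium over 48 hours. Viability is quantified by luciferase luminescence.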
# Menin MLL FP TR: qHTS Assay for Inhibitors Targeting the Menin-MLL Interaction in MLL Related Leukemias: Competition With Texas Red Labeled MLL-derived Mutant Peptide; O00255; Menin + Texas Red MLL mutant peptide, fluorescence polarization; Potency, µM (doses to about 61.6 µM), for the others: at the top dose FP activity change, negative = inhibition, most hits filed as inhibitors; 270,000 compounds, 0.23% hits; AID 1768, 2009; active means well fitted inhibition curve with a large enough effect in the polarisation, with a control signal flat, not every such curve was filed as active; inconclusive means small, poorly fitted or top-dose-only effect, or effect the other way, or a change in a side signal; inactive means no such curve, though single readings can be large or run the other way; the % refers to the polarisation; further: potency means the concentration at half of the fitted maximal effect; % of control where 0% means no effect; many of its hits are not listed in these tables
# Target sequence (O00255 whole entry, looked up): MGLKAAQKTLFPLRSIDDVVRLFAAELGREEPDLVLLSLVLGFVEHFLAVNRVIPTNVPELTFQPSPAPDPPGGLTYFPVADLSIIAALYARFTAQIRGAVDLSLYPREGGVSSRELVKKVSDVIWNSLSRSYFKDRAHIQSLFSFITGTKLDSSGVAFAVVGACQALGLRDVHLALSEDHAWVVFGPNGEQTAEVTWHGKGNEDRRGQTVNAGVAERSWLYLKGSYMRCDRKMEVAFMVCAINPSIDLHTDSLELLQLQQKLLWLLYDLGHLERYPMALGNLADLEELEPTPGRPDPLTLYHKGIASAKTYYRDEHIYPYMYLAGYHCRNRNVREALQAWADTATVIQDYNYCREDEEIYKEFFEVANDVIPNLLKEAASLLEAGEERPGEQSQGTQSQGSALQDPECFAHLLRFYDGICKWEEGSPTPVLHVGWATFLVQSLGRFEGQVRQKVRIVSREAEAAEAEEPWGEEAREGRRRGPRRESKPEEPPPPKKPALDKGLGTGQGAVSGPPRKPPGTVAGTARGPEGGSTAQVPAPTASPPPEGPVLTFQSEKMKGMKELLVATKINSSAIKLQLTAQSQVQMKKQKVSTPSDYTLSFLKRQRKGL
# KCNH2 3.1 inh: qHTS for Inhibitors of KCHN2 3.1: Mutant qHTS; Potassium voltage-gated channel subfamily H member 2, brain isoform KCNH2 3.1 (human); U2OS KCNH2 3.1, thallium flux FluxOr; hits give low values; activity change, % (tested at about 1.8 µM); 340,000 compounds, 0.95% hits;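 active means maximum activity change below -70%; inconclusive means maximum activity change from -70% to -50%; inactive means maximum activity change above -50%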;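 further: thallium influx rate constant from kinetic fluorescence after stimulation buffer; on the % scale 0 is the no-effect control and ±100 the full control effect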
#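 U2OS cells transduced with KCNH2 3.1 mutant virus (1.77 x 10^8 /mL, 4 h), plated overnight at 37 C, loaded 45 min with FluxOr dye plus Red40 quencher. Thallium flux rate constant from kinetic reads after stimulation buffer, normalised to controls.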
# An asterisk follows results filed as active; ? = inconclusive; . = no result given; & = joins results of further samples; [ ] = remark or other dose. Unless noted, the call rests on the fitted dose curve; in most records, active means well fitted curve in the direction sought with a large enough effect; inconclusive means small, poorly fitted or top-dose-only effect, or another doubt; inactive means no such curve, though single readings can be large; an effect the other way counts as inactive or inconclusive.
SMILES,VP16 counter,RORg inh,FLuc counter,ELG1 repair inh,PKM2 activator,MBNL1 CUG block,NPC1 promoter act,Rab9 prom act,Mito fusion act,Menin MLL FP TR,KCNH2 3.1 inh
CCN(CC)c1nc(C#N)cc(-c2ccc(OC)cc2)n1,-6%,10%[10 µM],0%,?,0%,6%,-8%,-4%,9%,7%,9
Cc1ccn2c(NC3CCCCC3)c(C)nc2c1,?,13µM*,7%,-8%,3%,-3%,-8%,0%,0%,-10%,-21
Cc1cc(Nc2ccc3ccccc3c2)n2ncnc2n1,?,6.3µM*,?,?,12%,3%,2%,8%,-1%,-8%,-8
O=C(CC1C(=O)NCCN1C(=O)Nc1ccccc1)Nc1cc(Cl)ccc1Cl (stereo unspecified),3%,18%,6%,2%,0%,2%,-4%,-1%,-2%,.,1
O=C(NCCC(=O)N(CCc1ccccc1)Cc1ccccc1)c1ccc([N+](=O)[O-])cc1,.,.,-1%,-14%,.,.,5%,1%,4%,.,-39
Cc1cc(=O)[nH]c(N/N=C/c2cccs2)n1,-5%,-6%,17µM*,?,-5%,2%,12%,12%,0%,-12%,4
O=C(Nc1cccc2c1C(=O)NC2=O)c1ccc(S(=O)(=O)N2CCCC2)cc1,-3%,2%,-1%,-10%,-6%,15%,0%,6%,2%,17%,8
O=C(CNC(=O)c1ccc(Br)o1)Nc1ncccc1O,.,.,-4%,11%,.,.,12%,-1%,-4%,.,4
Cc1cccc(N2CCc3c2nc2ccc(Br)cc2c3N)c1,?,?,8.5µM*,?,1%,21%,-1%,3%,?,?,-48
O=C(Nc1ccc2c(c1)OCO2)C1CCCN1C(=O)Nc1ccccc1 (stereo unspecified),0%,14%,1%,5%,-10%,4%,4%,10%,4%,14%,9
C=CCn1c(SCC(=O)Nc2sccc2C#N)nc2sc(C)c(C)c2c1=O,-28%,-3%,2%,.,-8%,45%[activator],.,.,8%,13%,-31
CCOC(=O)Cn1c2ccccc2n2nc(CCC(=O)O)c(=O)nc12,-4%,-9%,2%,-3%,7%,-5%,-4%,2%,-2%,.,4
Cc1ccc2oc(=O)n(CCC(=O)Nc3ccc(N4CCOCC4)cc3)c2c1,-3%,12%,6%,3%,-6%,-1%,-3%,4%,0%,.,23
COc1ccc(-c2c(C#N)c(C)nc3c2C(=O)c2ccccc2-3)cc1,1%,15%,-1%,1%,-10%,14%,1%,-1%,8%,4%,-2
O=C(NCc1ccncc1)c1cnccn1,1%,-9%,-1%,1%,-2%,0%,-3%,0%,-1%,-8%,10
O=C(CN1CCCC1)Nc1nnc(-c2cccs2)s1,-16%,3%,-11%,?,10%,?,17%,10%,9%,-1%,6
COc1cc(OC)c(C(=O)/C=C/c2ccc(OCc3ccccc3)c(OC)c2)c(OC)c1,0%,?,-3%,?,3%,4%,-2%,-5%,-21%,3%,-12
COc1ccc(-c2c(C(=O)O)c(C(=O)O)c3n2CCC3)cc1,?,-16%,-1%,8%,.,-6%,-1%,0%[1.84 µM],2%,-7%,2
COc1ccc(CSc2ccc(-c3nc4ccccn4c3NCc3ccccc3)cc2OC)cc1,.,.,-15%,?,.,.,-5%,-9%,17%,.,-35
Cn1c(CNc2nc3ccccc3n2CCN2CCCCC2)nc2ccccc21,3%,16µM*,7%,-19%,16%,-15%,-6%,-5%,-16%,-14%,-6
COc1ccc(CCNC(=O)CCCn2nc(C)n3ccnc3c2=O)cc1OC,-8%,-22%,8%,30%,3%,0%,3%,-4%,0%,16%,7
CCN1/C(=C/c2ccc3ccccc3[n+]2CCCS(=O)(=O)[O-])C=Cc2cc(C)ccc21,-13%,-17%,?,-9%,.,?,-2%,2%,-20%,?,-16
Cc1ccc2c(COC(=O)CC3Sc4ccccc4NC3=O)cc(=O)oc2c1C (stereo unspecified),-1%,41%,0%,0%,-7%,-1%,-1%,2%,-3%,-16%,-5
CC(=O)N(/N=C/c1ccc(C)cc1)c1nc(CCl)cs1,-1%,-9%,2%,3%,1%,-8%,?,?,-2%,-19%,12
CCCn1c(N)[n+](CC(=O)c2ccco2)c2ccccc21,-2%,-40%,-1%,-19%,-3%,1%,-6%,-1%,-4%,-2%,6
CCN1C(=O)[C@H]2[C@@H](c3ccc(-c4ccc(OC)cc4)cc3)N[C@@](CC(C)C)(C(=O)OC)[C@H]2C1=O,.,.,-2%,-2%,.,.,-3%,-2%,?,.,4
COc1ccc(S(=O)(=O)N2CCN(C(=O)c3cc(C)oc3C)CC2)cc1,2%,12%,-2%,8%,42%,1%,0%,-1%,-1%,-18%,-3
CC(=O)NC1C(=O)Nc2c1cccc2C(F)(F)F (stereo unspecified),7%,20%,0%,20%,10%,7%,-1%,0%,0%,-15%,2
O=C1CC2c3ccccc3C1C1C(=O)N(CCc3ccccc3)C(=O)C21 (stereo unspecified),8%,5%,?,-6%,-30%,0%,1%,1%,0%,1%,-22
CCN1CCN(c2ncnc3scc(-c4ccc(C)cc4)c23)CC1,13%,11%,2%,?,-5%[11.5 µM],-7%,0%,1%,-3%,-19%,6
COc1cc2c(cc1OC)C(C)=NCC2,6%,-1%,4%,8%,6%,?,-1%,-2%,-8%,-14%,3
CCOC(=O)C(Sc1n[nH]c(N)n1)c1ccccc1 (stereo unspecified),-6%,8%,-2%,-1%,-3%,3%,-1%,-3%,-2%,-1%,-20
N/N=C(/Cc1nc2ccccc2[nH]1)c1ccc([N+](=O)[O-])cc1,?,14µM*,12µM*,15%,3%,?,16%,28%,-22%,?,-3
CCNC(=O)NC(=O)C(C)Sc1nnc(COc2ccccc2Cl)o1 (stereo unspecified),1%,5%,-17%,20%,11%,-6%,-4%,2%,-6%,0%,1
CC(=O)Nc1ccc(NC(=O)C2CCN(C(=O)c3cccs3)CC2)cc1,-6%,8%,7%,13%,-1%,?,3%,-3%,-2%,11%,12
Cc1ccccc1Nc1ncnc2c1cnn2Cc1ccccc1,1%,-5%,-3%,?,-9%,3%,5%,-7%,6%,.,-8
Cc1cc(N)n(-c2ncnc3scc(-c4ccc(Cl)cc4)c23)n1,-10%,-23%,-4%,-1%,-12%,16%,-3%,-1%,7%,-7%,4
COc1ccc(/C=C(/C#N)C(=O)Nc2ccccc2C)cc1C(=O)O,1%,-33%,-7%,?,-2%,1%,0%,-3%,?,0%,4
CCOC(=O)c1cc(S(=O)(=O)N2CCOCC2)cn1C,-3%,0%,2%,?,.,3%,3%,-5%,-5%,.,3
O=c1c2cc(N3CCOCC3)ccc2[nH]c(=S)n1CCCN1CCCCC1,-6%,23%,-1%,2%,20%,6%,0%,-2%,-1%,?,24
Cn1nnc(NC(=O)CSc2ccc(Cl)cc2)n1,-13%,5%,-9%,3%,-17%,-16%,0%,0%,-13%,-3%,-7
COc1cc(NC(=O)[C@@H]2CCCN(S(=O)(=O)c3cccc4cccnc34)C2)cc(OC)c1OC,.,.,-4%,?,.,.,1%,-1%,-2%,.,.
O=C(C1CCN(c2ncnc3c2nc2n3CCCCC2)CC1)N1CCN(c2ccc(F)cc2)CC1,-25%,?,0%&-1%,7.3µM*,.,-6%,-4%,-8%,7%,-22%,3
CCn1c2ccccc2c2cc(NC(=O)c3ccccc3[N+](=O)[O-])ccc21,-13%,?,-2%,?,-2%,15%,-2%,-6%,2%,?,-5
Cc1cccc(CCN(CC(=O)NC2CCCCC2)C(=O)c2csnn2)c1,-3%,2%,0%,1%,-6%,-4%,-1%,0%,-5%,5%,2

# Screening results: PubChem, National Center for Advancing Translational Sciences (NCATS)

# The list is partial; the hit share may differ from the screen's.
